Assay outcomes as filed in PubChem.
MEKK2 WT-MEK5 = modulators of MEK5 binding to wildtype MEKK2, primary screen, biochemical, multiplex bead flow cytometry, Alexa488-MEK5; binding response (% of control), % at 10 µM; actives 1.1% (n = 290,000); Mitogen-activated protein kinase kinase kinase 2 (Homo sapiens), Q9Y2U5; Alexa488-MEK5 binding to MEKK2 WT; actives lie on both sides; in the data active = binding response below about 67% or above about 130%
CRFR2-BP ag = agonists of CRF-BP/CRF-R2 complex, primary screen, cell-based, HEK293, calcium dye fluorescence, uHTS. calcium dye fluorescence (FLIPR); percent of saturating CRF peptide response. activation, % at 13.2 µM. AID 588473, 2011. CRF-binding protein / CRF receptor 2 complex (human). actives 0.46% (n = 350,000);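 active = activation of at least 50%, plus an integration ratio under a set limit after plate pattern correction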;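 also: plate controls were neutral control wells without compound for no effect and CRF at EC100 for full effect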
FID counter = compounds displacing fluorescent DNA intercalator, primary screen, artefact control for HCV NS3 helicase inhibitor project, biochemical, FID fluorescence; DNA fluorescent intercalator displacement; inhibition, % at 7.9 µM; actives 0.17% (n = 290,000); in the data active = inhibition above about 37%;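 also: 0% = vehicle and 100% = reference compound; higher means more ethidium bromide displaced from hairpin DNA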
MEKK3 PB1 HTS = modulators of MEKK3-MEK5 PB1 binding, primary screen, biochemical, wildtype MEKK3, multiplex bead flow cytometry, Alexa488-MEK5. bead-based flow cytometry, Alexa488-MEK5 binding to MEKK3; actives lie on both sides; 0 = blocked by unlabeled MEK5, 100 = vehicle. AID 1529, 2009. Mitogen-activated protein kinase kinase kinase 3 (Homo sapiens), Q99759. binding response (% of control), % at 10 µM. actives 1.4% (n = 290,000);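 active = binding response more than 3 SD above or below the average of its plate-row segment, actives on both sides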;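 also: Alexa488 bead fluorescence after subtracting the streptavidin-only scavenger bead signal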
Target sequence (Q99759 whole entry, looked up): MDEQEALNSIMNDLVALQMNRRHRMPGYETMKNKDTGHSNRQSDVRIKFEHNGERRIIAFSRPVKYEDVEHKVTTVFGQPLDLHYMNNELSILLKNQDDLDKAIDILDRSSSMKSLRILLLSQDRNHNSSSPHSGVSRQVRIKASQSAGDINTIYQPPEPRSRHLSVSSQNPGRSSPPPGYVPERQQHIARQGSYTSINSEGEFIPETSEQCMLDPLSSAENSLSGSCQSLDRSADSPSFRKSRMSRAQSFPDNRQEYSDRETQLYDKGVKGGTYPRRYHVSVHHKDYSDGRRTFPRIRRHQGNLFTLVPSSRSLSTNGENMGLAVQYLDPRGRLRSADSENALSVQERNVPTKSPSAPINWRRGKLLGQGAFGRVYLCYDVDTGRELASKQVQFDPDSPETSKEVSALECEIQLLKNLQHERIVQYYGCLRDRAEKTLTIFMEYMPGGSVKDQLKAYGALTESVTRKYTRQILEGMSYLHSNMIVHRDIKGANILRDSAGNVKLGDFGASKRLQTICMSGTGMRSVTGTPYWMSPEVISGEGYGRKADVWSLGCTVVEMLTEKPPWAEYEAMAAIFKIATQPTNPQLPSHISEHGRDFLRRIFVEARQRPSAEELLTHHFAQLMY
UBC9 SUMO inh = inhibitors of in vitro SUMOylation cascade, primary screen, biochemical, HTRF, uHTS | SUMO-conjugating enzyme UBC9 (Homo sapiens), P63279 | HTRF SUMOylation assay, SAE1/SAE2 + UBC9 | inhibition, % at 35 µM | actives 0.36% (n = 290,000); in the data active = inhibition above about 50%, passing the limit was not always enough; also: strong numbers were not always called active
Target sequence (P63279 whole entry, looked up): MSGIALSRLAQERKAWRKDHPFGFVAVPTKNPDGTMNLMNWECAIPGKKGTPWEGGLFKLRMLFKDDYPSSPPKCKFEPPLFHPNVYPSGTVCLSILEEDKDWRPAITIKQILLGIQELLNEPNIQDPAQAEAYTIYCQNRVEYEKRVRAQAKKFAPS
MEKK2 mut-MEK5 = MEK5 binding signal on mutant MEKK2 PB1, primary screen, biochemical, multiplex bead flow cytometry, Alexa488-MEK5 | Alexa488-MEK5 binding to MEKK2 mutant | percent response, % at 10 µM | actives 0.35% (n = 290,000) | AID 1530, 2009; in the data active = percent response above about 24%, passing the limit was not always enough; also: inactives centre near 1; some results filed as inactive read as strong as hits
CRFBP-R2 block = antagonists of CRF-BP/CRF-R2 complex, primary screen, cell-based, HEK293, calcium dye fluorescence, uHTS. CRF-induced calcium fluorescence. inhibition, % at 11.8 µM. actives 0.59% (n = 350,000);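 active = inhibition of the ligand-induced calcium signal above about 50% at the single tested concentration, limit read from the data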
GalR3 antag = GalR3 antagonists in HEK293 cells, primary screen, cell-based, fluorescence readout. HEK293 GalR3-CNG cAMP membrane potential fluorescence; galR3 body fused to GalR1 C-terminus. inhibition, % at 3 µM. actives 0.44% (n = 360,000). AID 651719, 2012;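 active = inhibition above the screen-wide average plus 3 SD, cut at about 13% in these data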;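 also: forskolin and galanin both at EC90 stimulate the cells; cAMP rise reported by CNG channel membrane potential dye signal; 0% = forskolin plus galanin with DMSO and 100% = forskolin alone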
Target sequence (O60755 1-299 limits assumed): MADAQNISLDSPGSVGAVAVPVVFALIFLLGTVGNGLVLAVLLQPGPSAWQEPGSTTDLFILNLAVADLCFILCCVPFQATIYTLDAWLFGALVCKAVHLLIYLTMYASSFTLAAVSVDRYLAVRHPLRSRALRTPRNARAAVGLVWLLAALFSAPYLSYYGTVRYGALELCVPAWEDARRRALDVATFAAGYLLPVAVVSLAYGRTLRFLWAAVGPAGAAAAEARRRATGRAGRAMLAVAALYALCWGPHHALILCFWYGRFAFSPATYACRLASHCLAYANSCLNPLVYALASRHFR
HCV NS3 hel inh = inhibitors of HCV NS3 helicase, primary screen, biochemical, Cy5 molecular beacon fluorescence; Hepatitis C virus NS3 helicase; inhibition, % at 10.9 µM; NS3 helicase DNA unwinding; AID 1800, 2009; actives 0.56% (n = 290,000);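 active = inhibition above the mean of all tested compounds plus 3 SD, set per campaign, cut at about 35% in these data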;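 also: 0% = DMSO wells and 100% = thioflavine S control wells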
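assay system = NS3 helicase fragment of HCV | buffer or medium = MOPS pH 6.5, MgCl2, DTT, Tween20, BSA | timing = 60 min unwinding reaction at 25 °C after ATP addition | signal = Cy5 beacon fluorescence read at start and 1 h | read-out basis = % inhibition of unwinding | control set = low DMSO, high thioflavine S at 110 µM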
* = called active by the depositor; / = not tested or not shown; [ ] = remark or other dose. An excerpt; count on the stated rates, not on these rows.

No.	Structure	MEKK3 PB1 HTS	FID counter	CRFBP-R2 block	CRFR2-BP ag	UBC9 SUMO inh	MEKK2 WT-MEK5	MEKK2 mut-MEK5	GalR3 antag	HCV NS3 hel inh
1	Cc1[nH]c2ccc(OC(F)(F)F)cc2c1CCNCc1ccc(Cl)cc1	101	20	-9	3.6	-24	174*	37*	-6	-71
2	CCCCOCCCn1c(N)c(C(=O)OC(C)COC)c2nc3ccccc3nc21 (configuration not stated)	101	-27	-10	-1.2	20	101	2	2	0
3	Fc1ccc2c(c1)nnn2C1CCN(Cc2ccccc2)CC1	100	5	-28	3.6	1	104	-1	-9	-10
4	C[C@]12CCC(=O)C(O)=C1CC[C@@H]1[C@@H]2CC[C@]2(C)C(=O)CC[C@@H]12	86	-18	-9	-0.9	6	96	4	-3	-8
5	c1ccc(CCNCc2ccccc2)cc1	109	-3	-6	1.5	3	106	0	-13	2
6	O=C(CCNC(=O)N1C[C@H]2C[C@@H](C1)c1cccc(=O)n1C2)Nc1ccc(F)cc1	103	-4	-8	4.1	-1	106	3	-6	7
7	COc1ccccc1N1CCN(Cc2cnc(-c3ccccc3)[nH]2)CC1	101	3	-6	-0.5	0	105	6	-4	-3
8	CCOc1cc(C=C2C(=O)NC(=O)NC2=O)cc([N+](=O)[O-])c1O	98	3	/	/	21	99	-2	-3	4
9	CC12CN3CCN(C1)CC(C)(C3)C2=NO	105	-6	-11	-0.1	14	104	4	-10	2
10	O=C(c1cccs1)c1cn(Cc2ccccc2Cl)c2ccccc12	100	-1	48	-1.0	-2	96	-4	-8	-2
11	CN=C(SCc1cc2c(cc1Cl)OCO2)c1c(O)n(C)c(=O)n(C)c1=O	103	-10	5	1.5	27	106	2	-1	5
12	CC1(C)CSC(Nc2ccc(F)c(Cl)c2)=N1	104	-3	22	0.2	-10	109	5	-3	-1
13	COC(=O)c1c(C)n(Cc2ccco2)c2ccc(O)cc12	82	-4	-18	-2.1	-7	84	-2	-6	8
14	CCOC(=O)c1[nH]c(C)c(C(=O)N2CCC3(CC2)OCCO3)c1C	105	-5	12	-2.5	-1	107	7	-5	-8
15	COc1cc(/C=C2\C(=O)NC(=O)N(c3ccccc3)C2=O)cc(OC)c1OC	/	-10	5	0.4	0	/	/	-3	3
16	CCOc1ccc(N2C(=O)NC(=O)/C(=C\c3ccc(N4CCCCC4)o3)C2=O)cc1	97	-10	-41	57*	8	97	-2	1	-6
17	Cn1cc(C=C(C#N)C#N)c2ccccc21	95	1	-8	-0.4	25	86	-9	-2	-2
18	C[N+]12CCC(CC1)C(C#N)(N1CCOCC1)C2 (configuration not stated)	96	-4	9	1.3	18	101	-2	-4	0
19	Cc1[nH]c2c(C(F)(F)F)cccc2c1CCN	105	10	19	-2.8	13	105	13	-4	-3
20	CC1=C[C@@H]2c3cccc4[nH]cc(c34)C[C@H]2N(C)C1	90	26	-10	8.0	21	91	1	-10	-50

Four compounds from above, limited to MEKK3 PB1 HTS:
#	SMILES	MEKK3 PB1 HTS
2	CCCCOCCCn1c(N)c(C(=O)OC(C)COC)c2nc3ccccc3nc21 (configuration not stated)	101
3	Fc1ccc2c(c1)nnn2C1CCN(Cc2ccccc2)CC1	100
4	C[C@]12CCC(=O)C(O)=C1CC[C@@H]1[C@@H]2CC[C@]2(C)C(=O)CC[C@@H]12	86
5	c1ccc(CCNCc2ccccc2)cc1	109

Remaining list, next part:
No.	Structure	MEKK3 PB1 HTS	FID counter	CRFBP-R2 block	CRFR2-BP ag	UBC9 SUMO inh	MEKK2 WT-MEK5	MEKK2 mut-MEK5	GalR3 antag	HCV NS3 hel inh
21	O=C1OCCC1NC1=NCCC1 (configuration not stated)	109	-2	-11	-1.4	2	109	4	1	4
22	O=c1[nH]c(=S)n(C2CC2)c(O)c1C=Nc1ccc2c(c1)OCO2	102	-1	-6	0.8	6	94	0	-5	7
23	Cc1nc2cc([N+](=O)[O-])ccc2c(=O)n1-c1ccc(Br)cc1	106	2	2	1.8	21	107	7	-3	2
24	O=C1NC(=S)NC(=O)C1C/C=C/c1ccccc1	91	-9	-3	0.3	14	-7.0*[inhibitor]	-34	-1	6
25	Cc1cc(C(=O)N2CCC3(CC2)OCCO3)cs1	96	-3	29	0.1	6	94	-3	-5	5
26	CCN(CC)CC(=O)Nc1ccc(Cl)cc1C(=O)c1ccccc1	106	10	-6	-0.8	/	100	3	-10	-6
27	CC/C(=N\NC(=O)c1ccccc1)c1c(O)n(C2CCCCC2)c(=O)[nH]c1=O	96	-35	23	0.5	-9	97	-5	1	17
28	CC(C)CCC1(CN2CCCC2=O)C(=O)NC(=O)NC1=O	88	-1	-5	-0.9	-8	104	2	0	0
29	Cc1c(CCN)ccc2c1[nH]c1ccccc12	101	11	-16	1.5	14	120	12	-13	-22
30	c1ccc2c(CN3CCCCC3)c[nH]c2c1	100	1	-27	2.8	11	100	-1	3	-5
31	CCC1CN(C)CCC1(OC(C)=O)c1ccccc1 (configuration not stated)	98	0	6	8.6	9	102	2	-2	3
32	COc1ccccc1-n1c(-c2ccccc2)nc2ccccc2c1=O	101	-18	16	-1.2	4	103	-1	-14	21
33	O=C(NCc1ccccc1)c1cccn(Cc2cccc(Cl)c2)c1=O	100	-27	6	-0.6	-5	102	2	-7	0
34	O=c1c2ccccc2nc(-c2ccco2)n1-c1ccccc1	100	-6	2	1.2	30	98	5	-6	-1
35	O=C1NC(c2cc3ccccc3nc2Cl)Nc2ccccc21 (configuration not stated)	101	-8	-71	2.2	-5	99	2	2	0
36	CCc1ccccc1N1C(=O)CC(=O)NC1=O	105	-18	-8	14	14	90	-8	7	26
37	O=C(Nc1ccccc1)OC1CN=C(N[N+](=O)[O-])NC1 (configuration not stated)	100	2	7	3.9	10	91	-8	-2	-8
38	CN(C)C(=O)Oc1ccc(C(=O)c2ccccc2)cc1	107	-9	17	-0.8	-24	97	0	-7	2
39	Cc1nn(Cc2ccccc2)c(Cl)c1C(=O)O	77	-2	17	-0.8	7	84	-9	-5	5
40	CC(C)OCC(O)CN1CC2C[C@@H](C1)Cn1c2cccc1=O (some centres not stated)	106	-8	4	-0.2	9	111	12	-6	8
41	Cc1nn(Cc2ccccc2)c(C)c1C=C1C(=O)NC(=O)NC1=O	100	-1	-6	-3.3	23	99	-1	-5	-2
42	Cc1c(C)c2ccc(OCC(=O)N3C[C@H]4C[C@@H](C3)c3cccc(=O)n3C4)c(C)c2oc1=O	104	-20	12	-2.5	12	103	6	6	11
43	CCOC(=O)c1c(-n2c(C)cc(/C=C3/C(=O)NC(=O)N(CC)C3=O)c2C)sc2c1CCCC2	102	-12	-43	1.7	/	88	2	-4	7
44	COc1ccc(N2C(=O)CC(N3CCC(n4c(=O)[nH]c5ccccc54)CC3)C2=O)cc1 (configuration not stated)	104	-28	7	-0.1	-2	109	7	-6	-2
45	O=C1NC(=O)C(=CN2CCc3ccccc32)C(=O)N1	102	-13	-9	1.7	43	100	1	-2	-18
46	O=c1c2ccc(Cl)cc2[nH]c(=S)n1-c1cccnc1	97	-3	12	7.2	-2	93	-3	-4	-3
47	C=Cc1ccc(Cn2c(C(=O)O)c(C=O)c3ccccc32)cc1	101	-30	12	0.7	10	101	-3	1	13
48	CCN(CC)CCCN=Cc1c(O)n(CCc2ccc(OC)c(OC)c2)c(=O)[nH]c1=O	100	3	-13	5.2	0	99	-4	3	7
49	COC(=O)c1ccccc1-n1c(C)nc2ccccc2c1=O	98	3	5	-0.1	16	97	-6	6	-6
50	C1=C(CCNCc2ccccc2)CCCC1	94	-4	-1	-0.6	-2	95	-2	-6	1
51	CCCCCn1c(=O)c(C(=O)Nc2nc3ccccc3[nH]2)c(O)c2ccccc21	94	-3	1	0.2	10	98	-11	-8	8
52	O=C1NC(=S)N(c2ccc(Br)cc2)C(=O)/C1=C/N1CCN(C(=O)c2ccco2)CC1	103	-8	-4	3.0	7	96	0	-4	4
53	O=c1[nH]c(=S)n(C2CCCCC2)c(O)c1/C=N/N1CCOCC1	103	-8	47	6.4	-4	101	8	-4	28
54	COC(=O)C1=C(c2ccc(S(C)(=O)=O)cc2)C[C@@H]2CC[C@H]1N2C(=O)NC1CCCCC1	102	/	-6	-2.2	/	101	2	-4	/
55	CCN1c2nc3ccccn3c(=O)c2CC2(C(=O)N(C)C(=O)N(C)C2=O)C1C (configuration not stated)	98	1	-14	-0.2	-7	96	-3	0	0
56	O=C(c1cc(S(=O)(=O)N2CCOCC2)ccc1F)N1CCC2(CC1)OCCO2	108	-9	-14	2.6	1	107	5	0	4
57	COc1ccc(C(=O)CN2CCOCC2)cc1F	98	6	9	-3.0	-6	104	6	0	-13
58	CN1CCN(CCC(=O)OC2CC3CCC(C2)N3C)CC1 (configuration not stated)	99	9	14	-0.8	15	103	6	-2	-3
59	Cc1cccc(NC(=O)N2C[C@H]3C[C@@H](C2)c2cccc(=O)n2C3)c1	98	-3	7	-2.4	14	98	-4	-1	12
60	CN1CCN(c2ncnc3nc[nH]c23)CC1	105	2	-11	0.3	0	105	1	-5	4
61	CN1C(=O)/C(=C\c2ccc(N3CCCCCC3)cc2)C(=O)NC1=S	96	-5	-8	-3.5	11	94	-12	-5	-2
62	CCCN(CC1CC1)CC(O)c1ccccc1 (configuration not stated)	103	0	8	0.6	20	102	2	-2	-6
63	O=C(Cn1cc(C(=O)c2ccccc2F)c2ccccc21)NCc1ccco1	103	-2	14	-1.3	29	101	5	-13	-3
64	N=C1c2ccccc2CN1NC(=O)c1ccc(Br)cc1	105	4	-18	1.3	13	105	1	0	-6
65	CCn1c(O)c(C(c2ccccn2)c2c(O)n(CC)c(=S)[nH]c2=O)c(=O)[nH]c1=S	107	3	25	0.9	26	108	8	-8	8
66	C=CCN1C(=O)/C(=C\c2ccc(N3CCOCC3)o2)C(=O)NC1=S	95	-6	-29	40	0	94	-2	-3	-8

Taken from above.
compound 65 in CRFR2-BP ag = 0.9
compound 62 in GalR3 antag = -2

In the list so far, these have a thiophene ring, fused or not:
No.	Structure	MEKK3 PB1 HTS	FID counter	CRFBP-R2 block	CRFR2-BP ag	UBC9 SUMO inh	MEKK2 WT-MEK5	MEKK2 mut-MEK5	GalR3 antag	HCV NS3 hel inh
10	O=C(c1cccs1)c1cn(Cc2ccccc2Cl)c2ccccc12	100	-1	48	-1.0	-2	96	-4	-8	-2
25	Cc1cc(C(=O)N2CCC3(CC2)OCCO3)cs1	96	-3	29	0.1	6	94	-3	-5	5
43	CCOC(=O)c1c(-n2c(C)cc(/C=C3/C(=O)NC(=O)N(CC)C3=O)c2C)sc2c1CCCC2	102	-12	-43	1.7	/	88	2	-4	7
